Bioassay records (PubChem BioAssay)
GPR55 activation: GPR55 agonists via beta-arrestin recruitment, primary screen, imaging, U2OS cells, beta-arrestin-GFP redistribution (AID 1961); U2OS GPR55 beta-arrestin-GFP redistribution imaging; higher % means a stronger effect; G-protein coupled receptor 55 (Homo sapiens); activation, % at 10 µM; hits with a dose series show EC50 in µM; 0.048% of 290,000 active;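 active means activation above 40% with more than 50 cells counted in the well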;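 further: U2OS osteosarcoma cells stably expressing GPR55 and beta-arrestin-GFP; plate controls were DMSO negative control for no effect and LPI positive control for full effect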
KOR beta-arrestin-1: KOR antagonists, beta-arrestin recruitment, cell-based, luminescence, uHTS (AID 1778). Kappa-type opioid receptor (Homo sapiens). KOR beta-arrestin recruitment, luminescence, antagonist mode; higher % means a stronger effect. one-dose inhibition, % at 10 µM; IC50 in µM for titrated hits. 0.091% of 290,000 active; in the data active means inhibition above about 50%; further: strong numbers were not always called active
KOR beta-arrestin-2: KOR agonists, beta-arrestin recruitment, primary screen, cell-based, luminescence, uHTS (AID 1777). Kappa-type opioid receptor (Homo sapiens). KOR beta-arrestin recruitment, luminescence; higher % means a stronger effect. activation, % at 10 µM, or EC50 in µM where a hit was titrated. 0.02% of 280,000 active; in the data active means activation above about 50%, passing the limit was not always enough; further: a part of the inactive calls stands beside numbers as strong as those of hits
HIV peptide binding: inhibitors of HIV fusion peptide binding, primary screen, biochemical, uHTS, fluorescence dequenching (AID 1986); cell-free peptide binding, fluorescence dequenching, 30 min; higher % means a stronger effect; one-dose inhibition, % at 20 µM; IC50 in µM for titrated hits; 0.3% of 290,000 active; in the data active means inhibition mostly above about 52%, no sharp cut-off; inactive means mostly below about 76%; further: some results filed as inactive read as strong as hits
Dengue-2 NS5 capping: Dengue-2 NS5 methyltransferase inhibitors, primary screen, biochemical, confirmation dose response (AID 588689); Genome polyprotein (Dengue virus type 2 (strain 16681-PDK53)); 0.3% of 340,000 active; inhibition, % at 25 µM; hits with a dose series show IC50 in µM; Dengue-2 NS5 methyltransferase capping enzyme assay, biochemical; higher % means a stronger effect; in the data active means a potency from the dose series
NOD1 inhibition: NOD1 signaling inhibitors, primary screen, cell-based, luminescence, uHTS (AID 1578); NOD1-driven NF-kB luciferase reporter cells, luminescence; higher % means a stronger effect; inhibition, % at 4 µM, or EC50 in µM where a hit was titrated; 1% of 290,000 active; in the data active means inhibition mostly above about 36%, no sharp cut-off; inactive means mostly below about 34%;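 further: HEK-293T reporter cells stimulated with the NOD1 agonist gamma-tri-DAP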
West Nile virus CPE: West Nile virus antiviral activity, cell-based, CPE readout (AID 1621) | West Nile virus-infected cells, CPE inhibition; higher % means a stronger effect | CPE inhibition, % at 10 µM; hits with a dose series show IC50 in µM | 0.02% of 290,000 active; in the data active means a potency from the dose series; further: strong numbers were not always called active
GPR35 antagonists: GPR35 antagonists blocking zaprinast-driven arrestin recruitment, primary screen, imaging, U2OS, beta-arrestin-GFP, zaprinast agonist (AID 2058) | G-protein coupled receptor 35 (Homo sapiens) | U2OS GPR35 beta-arrestin-GFP translocation imaging, zaprinast antagonism; higher % means a stronger effect | one-dose inhibition, % at 10 µM; IC50 in µM for titrated hits | 0.052% of 290,000 active;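 active means inhibition of at least 50% with at least 30 cells and total cytoplasm GFP at most 10,000,000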
GPR55 LPI antagonism: GPR55 antagonists blocking LPI-driven arrestin recruitment, primary screen, imaging, U2OS, beta-arrestin-GFP, LPI agonist (AID 2013). 0.13% of 290,000 active. G-protein coupled receptor 55 (Homo sapiens). inhibition, % at 10 µM; hits with a dose series show IC50 in µM. U2OS GPR55 beta-arrestin-GFP translocation imaging, LPI antagonism; higher % means a stronger effect;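 active means spots per cell inhibited over 60%, with over 100 cells counted and total cytoplasm intensity under 500,000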;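 further: U2OS cells stably carrying GPR55 and arrestin-GFP stimulated by 5 µM LPI near EC80; imaged beta-arrestin-GFP aggregate spots per cell after agonist stimulation; plate controls were LPI-stimulated DMSO wells for no effect and DMSO wells without LPI for full effect; some results filed as inactive read as strong as hits; confirmed hits need IC50 under 10 µM and bright autofluorescent wells are also inconclusive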
* = called active by the depositor; · = no result given; [ ] = another dose, or the depositor's remark. An excerpt (hit frequency here may not be typical).

KOR beta-arrestin-1 | HIV peptide binding | GPR55 activation | West Nile virus CPE | Dengue-2 NS5 capping | GPR55 LPI antagonism | NOD1 inhibition | GPR35 antagonists | KOR beta-arrestin-2 | SMILES
-16.2% | 0.5% | -0.7% | -0.1% | -3.6% | -11.5% | -36.5% | -7.0% | 7.0% | CC1(C(=O)OCC(=O)Nc2ccccc2Cl)CC1(Cl)Cl (stereo unspecified)
5.8% | -0.2% | -0.4% | -0.1% | · | -11.5% | -26.1% | 2.7% | 3.8% | COc1ccc(-n2cnnc2SCC(=O)Nc2cccnc2Cl)cc1
1.8% | -0.5% | -0.1% | 0.3% | -10.4% | 14.7% | -7.8% | 5.0% | 11.8% | CN(C(=O)CSc1nnc(N)s1)C1CCCCC1
9.2% | 0.7% | 0.1% | -1.3% | 1.9% | 13.7% | -12.2% | -1.7% | 15.9% | CN(Cc1ccccc1)C(=O)c1oc(=O)c2ccccc2c1-c1ccccc1
20.0% | 2.3% | -0.1% | 0.2% | -5.1% | 8.3% | -10.8% | -7.7% | -0.9% | O=C(Cn1nc(Cc2cccnc2)c2ccccc2c1=O)NCCCN1CCCC1=O
-3.5% | -0.6% | -0.2% | -0.8% | -1.4% | 4.0% | -15.2% | 2.8% | -2.2% | COc1ccc(C(=O)c2ccccc2)c(OCC(=O)NC2CC2)c1
19.3% | 1.7% | 0.2% | -0.5% | -2.1% | 18.2% | 6.5% | 18.9% | -1.5% | CCCCC(=O)N(c1ccc(C)c(C)c1)C1C=CS(=O)(=O)C1 (stereo unspecified)
-23.8% | -1.5% | -0.1% | -0.2% | -2.2% | -30.5% | -10.1% | 13.8% | 6.7% | O=C(COc1cccc2ccccc12)N/N=C/c1ccco1
-15.1% | 0.4% | -0.2% | -1.3% | 0.7% | -2.4% | -18.2% | -1.9% | 1.0% | O=C(NC1CCCC1)c1ccccc1OCc1ccccc1
-7.3% | -2.9% | 0.4% | -1.2% | -5.9% | -11.5% | 8.6% | 15.3% | -4.0% | N#Cc1ccc(CN2CCN(CC(=O)NCCc3ccc(Cl)cc3Cl)CC2)cc1
-15.0% | -0.1% | 0.1% | -0.1% | -9.3% | 1.0% | -20.7% | 1.5% | 2.6% | C/C(=N/NC(=O)c1ccoc1C)c1cccc(NC(=O)C2CC2)c1
13.4% | 1.2% | 0.0% | -0.2% | -6.4% | 2.4% | -34.5% | -9.0% | -8.6% | Clc1ccc(Cn2nnc(-c3ccccc3)n2)cc1
17.7% | -1.1% | 0.0% | 0.2% | 3.1% | 3.9% | -11.0% | -1.4% | 0.0% | Cc1cc(C)n(CC(=O)N/N=C/c2c[nH]c3ccccc23)n1
1.2% | -0.1% | 0.2% | -0.3% | -5.4% | 1.1% | -0.7% | 11.7% | -2.2% | COc1cccc(CN2CC(C(=O)N(C)Cc3nc(C)cs3)CCC2=O)c1 (stereo unspecified)
2.7% | -2.6% | 0.3% | -0.4% | -12.9% | 2.3% | 11.0% | 6.1% | 1.2% | CC(C(=O)O)n1nc2ccccc2n1 (stereo unspecified)
-3.3% | 0.1% | 0.9% | 0.1% | -3.1% | 6.0% | 18.7% | -4.4% | 2.8% | CC(C)NC(=O)C1CCN(C2CCN(C(=O)c3scc4c3CCCC4)CC2)CC1
20.4% | -0.4% | 0.0% | -0.1% | 0.0% | 16.8% | 10.5% | -1.2% | -1.7% | Cc1ccc(N2CCN(S(=O)(=O)c3ccc(Cl)s3)CC2C)cc1 (stereo unspecified)
-13.9% | 0.0% | 0.3% | 0.0% | -7.3% | 4.5% | -44.0% | -8.2% | -1.5% | CN(C)/C=C1\N=C(c2ccc(Cl)cc2Cl)OC1=O
1.6% | -3.8% | -0.2% | 0.0% | -2.2% | 2.7% | 1.9% | -7.2% | -4.7% | Cn1c(SCC(=O)Nc2ccc(F)cc2F)nnc1-c1cccnc1
3.2% | 0.1% | -0.1% | -0.8% | 3.3% | 4.1% | -3.0% | 11.5% | -6.2% | CC(NC(=O)CCSCc1ccccc1F)c1ccccc1 (stereo unspecified)
-23.7% | -2.2% | · | -0.2% | 1.7% | -5.8% | 12.6% | 4.8% | 4.0% | NS(=O)(=O)c1cccc(NC(=O)COC(=O)CCc2ccccc2)c1
-8.2% | -0.3% | 0.1% | 0.2% | 2.2% | -0.1% | -19.4% | -10.2% | -5.4% | O=C(COC(=O)c1cccnc1Cl)Nc1ccccc1OC(F)F
13.1% | 1.4% | -0.2% | -0.7% | 2.0% | 18.9% | -57.6% | 12.2% | 2.3% | CCSc1ccc(/C(N)=N/OC(=O)c2cccs2)cn1
0.1% | -2.2% | -0.1% | -0.3% | -7.2% | 3.0% | 2.5% | 9.1% | -1.1% | COc1ccccc1NC(=O)C(CC=C(Cl)Cl)C(C)=O (stereo unspecified)

Profiles as entered above. Order of values: KOR beta-arrestin-1 | HIV peptide binding | GPR55 activation | West Nile virus CPE | Dengue-2 NS5 capping | GPR55 LPI antagonism | NOD1 inhibition | GPR35 antagonists | KOR beta-arrestin-2
O=C(Cn1nc(Cc2cccnc2)c2ccccc2c1=O)NCCCN1CCCC1=O across the screens: 20.0% | 2.3% | -0.1% | 0.2% | -5.1% | 8.3% | -10.8% | -7.7% | -0.9%
CCSc1ccc(/C(N)=N/OC(=O)c2cccs2)cn1 across the screens: 13.1% | 1.4% | -0.2% | -0.7% | 2.0% | 18.9% | -57.6% | 12.2% | 2.3%

Next part
KOR beta-arrestin-1 | HIV peptide binding | GPR55 activation | West Nile virus CPE | Dengue-2 NS5 capping | GPR55 LPI antagonism | NOD1 inhibition | GPR35 antagonists | KOR beta-arrestin-2 | SMILES
-4.2% | 1.0% | -0.1% | -0.1% | -9.8% | 41.9% | -29.2% | -14.2% | -2.9% | COc1ccc(C(=O)Nc2ccc(NC(=O)c3cccs3)cn2)cc1
-15.2% | 1.5% | 0.1% | 0.6% | -2.2% | 2.7% | -32.4% | -0.7% | -1.6% | C/C(CC(=O)Nc1ccc(F)cc1)=N\NC(=O)COc1ccccc1
11.8% | -1.6% | 0.1% | · | -4.0% | 1.9% | -18.2% | -7.2% | 4.7% | O=C(COc1ccc(Cl)cc1)NCc1nnc(SCC(=O)NC2CCCC2)o1
-13.2% | -0.8% | -0.2% | -1.2% | 0.0% | 1.7% | -27.9% | -10.4% | -0.9% | CCc1cccc(NC(=O)CCNC(=O)Cn2ccc3ccccc3c2=O)c1
-22.1% | -1.4% | -0.3% | 0.5% | 3.2% | -1.3% | -15.9% | -0.9% | -2.1% | CCOc1ccc(NC(=O)C2=C(C)NC(=S)NC2c2ccc(O)c(OC)c2)cc1 (stereo unspecified)
-47.3% | 0.5% | -0.2% | 0.4% | -5.8% | -11.3% | 1.0% | -23.4% | 0.7% | CC(=O)Nc1ccc(S(=O)(=O)NNC(=O)CCC(=O)Nc2cc(C)ccc2C)cc1
4.8% | 1.0% | 0.0% | 0.0% | -2.2% | -8.1% | -49.4% | 1.2% | 4.0% | O=C(Nc1ccc([N+](=O)[O-])cn1)c1ccc2c(c1)OCO2
-11.3% | -2.5% | -0.3% | -0.1% | -5.5% | 0.2% | -18.3% | 12.9% | 18.9% | CCCCn1nc2cc(C(=O)NCc3cc(C(F)(F)F)cc(C(F)(F)F)c3)ccc2c1OC
-12.9%[20 µM] | -2.8% | -0.1% | 0.7% | 11.9% | 12.2% | -8.7% | -6.7% | · | CCOC(=O)c1nn(-c2ccc(F)cc2)c(=O)c2c(N)scc12
13.1% | -0.1% | -0.1% | 0.0% | -3.1% | 0.6% | -27.4% | -13.9% | -3.2% | O=C(Nc1ccc(SC(F)F)cc1)c1ccccc1F
0.9% | -1.3% | -0.5% | -0.1% | -4.1% | 3.7% | -43.1% | -3.5% | -2.9% | Nc1cc(=O)nc(SCC(=O)Nc2ccccc2Cl)n1-c1ccccc1
-3.6% | -0.2% | · | -0.6% | -10.3% | 2.4% | -5.8% | -9.1% | -3.4% | O=C1CCCN2N=C(SCC(=O)Nc3cccc(Cl)c3)SC2=N1

Filtered by structure: those above containing a furan ring, fused or not.
KOR beta-arrestin-1 | HIV peptide binding | GPR55 activation | West Nile virus CPE | Dengue-2 NS5 capping | GPR55 LPI antagonism | NOD1 inhibition | GPR35 antagonists | KOR beta-arrestin-2 | SMILES
-23.8% | -1.5% | -0.1% | -0.2% | -2.2% | -30.5% | -10.1% | 13.8% | 6.7% | O=C(COc1cccc2ccccc12)N/N=C/c1ccco1
-15.0% | -0.1% | 0.1% | -0.1% | -9.3% | 1.0% | -20.7% | 1.5% | 2.6% | C/C(=N/NC(=O)c1ccoc1C)c1cccc(NC(=O)C2CC2)c1

Following part:
KOR beta-arrestin-1 | HIV peptide binding | GPR55 activation | West Nile virus CPE | Dengue-2 NS5 capping | GPR55 LPI antagonism | NOD1 inhibition | GPR35 antagonists | KOR beta-arrestin-2 | SMILES
-3.5% | -2.7% | -0.1% | -0.8% | 1.8% | -4.6% | -29.3% | 3.3% | 1.2% | Cc1ccc(-c2nc(CCN3C(=O)c4ccccc4C3=O)cs2)cc1
-37.4%[20 µM] | -1.8% | 0.2% | -0.1% | -8.7% | 0.0% | -35.8% | -11.2% | · | COc1ccc2c(c1)C(c1ccc(C)o1)=NNC(c1cccnc1)=N2
2.9% | 0.4% | -0.5% | -0.7% | -7.9% | -1.5% | -35.2% | -2.3% | -0.8% | CCOc1cc(C(=O)NC2=NCCS2)cc(OCC)c1OCC
23.7% | -1.1% | -0.3% | 0.2% | -3.8% | -10.6% | -12.8% | 4.1% | -2.2% | Cc1nn(Cc2ccc(F)cc2)c(Cl)c1/C=N/NC(=O)c1ccccc1
33.1% | 1.9% | -0.1% | -0.6% | -9.1% | 1.5% | 6.6% | -1.4% | 35.4% | Cc1c(CC(=O)O)c(=O)oc2cc3occ(-c4ccccc4)c3cc12
-24.6% | 0.3% | 0.0% | -0.2% | -7.8% | -9.4% | -33.5% | 2.1% | 5.1% | CC(=O)OCCOc1nc(NC(C)C)nc(NC(C)C)n1
-42.7% | -0.5% | -0.6% | -2.0% | -2.3% | 1.8% | -13.0% | 7.6% | 10.1% | OC(CNCCc1ccccc1)COc1ccc(OCC(O)CNCCc2ccccc2)cc1 (stereo unspecified)
-5.8% | -2.3% | -0.1% | 0.8% | -2.2% | -5.1% | -43.0% | -5.5% | 32.0% | Cc1sc(NC(=O)CSc2nnc(COc3ccc(Cl)cc3)n2C)c(C#N)c1C
-11.5%[20 µM] | -0.9% | 0.5% | 0.5% | -2.2% | 6.9% | -16.4% | -1.0% | -5.6% | COc1cc(OC)c(NC(=O)[C@@H]2CCC(=O)N2C2OC(=O)c3c2ccc(OC)c3OC)cc1Cl (stereo partly specified)
-21.9% | 0.2% | 0.6% | -0.8% | · | 10.3% | -26.6% | 17.7% | -1.8% | CC(C)(C)NC(=O)C(c1cccs1)N(Cc1cccs1)C(=O)c1ccc(CN2CCOCC2)o1 (stereo unspecified)
